Screens (PubChem BioAssay)
Tb PFK block: inhibitors of T. brucei phosphofructokinase; O15648; T. brucei PFK, ADP-Glo luminescence; Potency, µM (doses to about 57.5 µM), for the others: top-dose activity, negative = inhibition, most hits filed as inhibitors; 330,000 compounds, 0.17% hits; AID 485367;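 further: potency means the concentration at half of the fitted maximal effect; 0% = uninhibited 1x PFK enzyme wells and -100% = no-enzyme wells; nearly all actives have a fitted effect of over 60% in size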
Target sequence (O15648 whole entry, looked up): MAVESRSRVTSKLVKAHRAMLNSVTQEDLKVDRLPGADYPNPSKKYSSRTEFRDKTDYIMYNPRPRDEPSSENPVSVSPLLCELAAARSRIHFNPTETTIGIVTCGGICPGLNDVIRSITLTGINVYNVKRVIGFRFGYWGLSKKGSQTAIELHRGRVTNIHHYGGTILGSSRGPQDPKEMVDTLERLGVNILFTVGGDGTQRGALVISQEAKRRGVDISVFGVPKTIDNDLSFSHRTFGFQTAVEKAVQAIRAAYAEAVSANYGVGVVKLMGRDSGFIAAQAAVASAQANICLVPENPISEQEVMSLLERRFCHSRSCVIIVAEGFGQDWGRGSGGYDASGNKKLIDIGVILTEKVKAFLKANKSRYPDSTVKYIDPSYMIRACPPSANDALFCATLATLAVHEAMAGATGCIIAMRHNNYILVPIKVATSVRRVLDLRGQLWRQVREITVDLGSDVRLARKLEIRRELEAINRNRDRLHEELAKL
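Activity is normalized to no-enzyme wells (full inhibition) and 1.25 nM enzyme wells (no inhibition). Reaction: 0.5 mM F6P, 0.1 mM ATP, 45 min RT, ADP-Glo luminescence; concentration-response curves fitted and classed by quality.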
FLuc counter: counter-screen for miR-21 project: firefly luciferase inhibitors or activators; P08659; purified FLuc, Km substrates, luminescence inhibition; Potency, µM (titrated, usually from 57.5 µM), without a hit: top-dose activity change, negative = inhibition, most hits filed as inhibitors; 360,000 compounds, 6.9% hits;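 further: potency means the concentration at half of the fitted maximal effect; plate controls were vehicle for no effect and reference inhibitor for full effect; nearly all actives have a fitted effect of over 55% in size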
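Purified P. pyralis luciferase, 10 nM final, with Km-level 10 uM D-luciferin and 10 uM ATP in 50 mM Tris acetate pH 7.5, 10 mM Mg acetate, 0.01% Tween-20, 0.05% BSA; 6-point qHTS titration about 60 µM downward; luminescence read.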
Rab9 promoter act: activates the Rab9 promoter; AID 485297; Huh7 Rab9 promoter-luciferase reporter, luminescence, 24 h; 320,000 compounds, 2.8% hits; Potency, µM (series often up to 9.22 µM), for inactives: at the top dose activation, negative = inhibition, most hits filed as activators; further: potency means the concentration at half of the fitted maximal effect; % of control where 0% means no effect; nearly all actives have a fitted effect of over 60% in size
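Luciferase signal after 10 min detection reagent at ambient indicates Rab9 promoter upregulation; stably transfected Huh7 cells were treated 24 h with compound in DMSO at 37 °C, 5% CO2.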
ELG1 genotoxic: induces genotoxicity in HEK293T cells with luciferase-tagged ELG1. AID 504466. Potency, µM (doses to about 46 µM), for the others: at the highest dose activity change, positive = activation, most hits filed as activators. HEK293T ELG1-luciferase reporter, luminescence, 16 h. 330,000 compounds, 1.3% hits; further: potency means the concentration at half of the fitted maximal effect; % of control where 0% means no effect; nearly all actives have a fitted effect of over 60% in size
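ELG1-luciferase HEK293T cells, 2,000/well; compound pinned in; 16 hr, 37 °C, 5% CO2; ONE-Glo, 30 min RT; luminescence on CCD imager.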
NPC1 promoter act: NPC1 promoter activation | Huh7 NPC1 promoter luciferase reporter, 24 h | Potency, µM (doses to about 9.22 µM), inactives show at the highest dose activation, hits mostly activators | 320,000 compounds, 2.4% hits | AID 485313;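 further: potency means the concentration at half of the fitted maximal effect; % of control where 0% means no effect; nearly all actives have a fitted effect of over 60% in size; reporter is driven by a mutant NPC1 promoter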
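Readout is luciferase luminescence, reflecting NPC1 promoter activation in stably transfected Huh7 cells after 24 h compound exposure at 37 °C in reduced-serum medium with 10% FBS.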
uPA surface inh: cell surface uPA generation inhibition; 330,000 compounds, 0.31% hits; Potency, µM (titrated, usually from 38.3 µM), inactives show top-dose activity change, negative = inhibition, hits mostly inhibitors; cell surface uPA generation assay, qHTS; AID 540303; active means well fitted inhibition curve with a large enough effect; inconclusive means small, poorly fitted or top-dose-only effect; inactive means no such curve, though single readings can be large or run the other way; tested in mouse RAW 264.7 cells; further: potency means the concentration at half of the fitted maximal effect; on the % scale 0 is the no-effect control and ±100 the full control effect; nearly all actives have a fitted effect of over 55% in size
VP16 counter: counter-screen for ROR gamma inhibitors: Gal4-VP16 reporter; 310,000 compounds, 3.5% hits; Drosophila S2 Gal4-VP16 UAS-luciferase, luminescence, 20 h; Potency, µM (series often up to 53.6 µM), without a hit: at the highest dose activity, negative = inhibition, most hits filed as inhibitors;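 further: Gal4-VP16 expression switched on by copper sulfate through the metallothionein promoter; potency means the concentration at half of the fitted maximal effect; on the % scale 0 is the no-effect control and ±100 the full control effect; nearly all actives have a fitted effect of over 50% in size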
KCNH2 3.1 block: inhibitors of human KCNH2 3.1 potassium channel isoform | U2OS KCNH2 3.1, thallium flux FluxOr; hits give low values | 340,000 compounds, 0.95% hits | AID 720553 | activity change, % (tested at about 1.8 µM);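 active means maximum activity change below -70%; inconclusive means maximum activity change from -70% to -50%; inactive means maximum activity change above -50%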;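 further: thallium influx rate constant from kinetic fluorescence after stimulation buffer; on the % scale 0 is the no-effect control and ±100 the full control effect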
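Thallium flux read-out: FluxOr dye with Red40 quencher in HBSS/HEPES, 45 min at RT. Rate constants from kinetic reads were normalized to positive and negative DMSO controls. Cells: U2OS virally expressing the 3.1 isoform.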
Coupling enz: counter-screen for Giardia aldolase inhibitors: coupling enzyme system | coupling enzyme system counterscreen, AmpLite Red fluorescence | activity change, negative = inhibition, % at 58.2 µM, hits read low | 290,000 compounds, 0.67% hits; in the data active means activity change below about -30%; further: on the % scale 0 is the no-effect control and ±100 the full control effect
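Coupling enzymes only (glyceraldehyde-3-phosphate) + compound, at 57.5 uM final, 10 min RT; add substrate/coupling/AmpLite Red mix, 20 min RT; fluorescence ex 525/em 598 nm. Actives flag coupling-system interference.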
RORgamma inh: ROR gamma (mouse) transcription inhibition; Drosophila S2 Gal4-RORgamma UAS-luciferase reporter, 20 h; Potency, µM (titrated, usually from 53.6 µM), inactives show at the highest dose activity change, negative = inhibition, actives largely listed as inhibitors; 310,000 compounds, 5.4% hits; AID 2551; further: potency means the concentration at half of the fitted maximal effect; on the % scale 0 is the no-effect control and ±100 the full control effect; nearly all actives have a fitted effect of over 60% in size
Target sequence (P51450 whole entry, looked up, the tested form may be a part): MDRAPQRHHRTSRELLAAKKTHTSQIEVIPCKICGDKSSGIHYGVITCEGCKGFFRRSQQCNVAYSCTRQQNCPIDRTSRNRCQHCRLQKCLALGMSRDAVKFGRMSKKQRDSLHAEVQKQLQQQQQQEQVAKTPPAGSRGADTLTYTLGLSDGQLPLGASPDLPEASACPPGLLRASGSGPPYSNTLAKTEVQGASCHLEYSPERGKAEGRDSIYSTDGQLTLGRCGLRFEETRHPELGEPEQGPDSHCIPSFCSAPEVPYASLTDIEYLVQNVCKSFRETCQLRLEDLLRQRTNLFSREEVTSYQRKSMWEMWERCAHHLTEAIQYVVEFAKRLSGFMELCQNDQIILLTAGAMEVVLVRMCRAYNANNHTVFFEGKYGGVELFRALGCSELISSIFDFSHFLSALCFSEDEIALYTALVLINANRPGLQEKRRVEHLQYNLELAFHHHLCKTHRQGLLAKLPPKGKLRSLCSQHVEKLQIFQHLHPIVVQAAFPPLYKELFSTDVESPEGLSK
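Luciferase reporter read in Schneider cells carrying Gal4-RORγ (mouse) and UAS-Photinus luciferase; cells given compound 1 h before 700 uM copper sulfate induction, then incubated 20 h at ambient temperature.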
Giardia killer: Giardia lamblia killing; Giardia lamblia trophozoite viability; activity change, % at 7.66 µM, hits read low; 340,000 compounds, 0.15% hits; AID 540267; in the data active means activity change below about -80%; inconclusive means between about -30% and that limit;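 further: parasites exposed to compound for two days anaerobically before the ATP read; on the % scale 0 is the no-effect control and ±100 the full control effect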
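Anaerobic 48 hrs incubation at 37 deg C of 100 trophozoites/well with test compounds; ATPLite 1-Step luminescence, 15-30 min RT, reports cellular ATP as viability.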
Active calls of the source: *; ? = inconclusive; nt = not tested or not shown; & = joins results of further samples; [ ] = another dose, or the depositor's remark. Unless noted, the call rests on the fitted dose curve; in most records, active means well fitted curve in the direction sought with a large enough effect; inconclusive means small, poorly fitted or top-dose-only effect, or another doubt; inactive means no such curve, though single readings can be large; an effect the other way counts as inactive or inconclusive.

Below each SMILES: Giardia killer	KCNH2 3.1 block	Tb PFK block	Coupling enz	VP16 counter	ELG1 genotoxic	uPA surface inh	RORgamma inh	NPC1 promoter act	FLuc counter	Rab9 promoter act
> CCCCOc1ccc(C(=O)NCC(=O)NC(C)CCc2ccccc2)cc1 (stereo not given)
    12.7	-2.1	-1.9%	nt	2.7%	-3.8%	12.9%	19.4%	7.3%	?	-0.1%
> CCC1CCc2sc(C(=O)NNC(=S)NCC3CCCO3)cc2C1 (stereo not given)
    -21.4	4.6	6.8%	nt	nt	-0.2%	-6.1%	nt	-4.9%	-18.4%	1.1%
> O=C(CCN1C(=O)C2C3C=CC(C3)C2C1=O)Nc1ccccn1 (stereo not given)
    5.9	3.7	nt	5.9	15.2%	nt	-4.2%	-0.5%	nt	-0.2%	nt
> O=C(O)c1cc(S(=O)(=O)N2CCN(C(c3ccccc3)c3ccccc3)CC2)ccc1Cl
    -9.8	3.1	-6.8%	12.6	2.8%	-0.2%	-5.2%	-26.9%	-3.5%	0.6%	0.2%
> O=C1c2ccccc2-c2c1cccc2C(=O)N1CCOCC1
    16.1	4.8	0.3%	0.2	-2.0%	-2.7%	-1.8%	4.5%	-0.1%	5.3%	1.0%
> O=C(Cn1nc(C(F)(F)F)cc1C1CC1)Nc1ccccc1F
    -2.1	28.7	-3.3%	1.1	-7.1%	-3.7%	2.3%	9.2%	1.3%	4.9%	2.1%
> S=C(NCCCc1ccccc1)NC1CCCCC1
    -0.3	16.8	-4.8%	0.9	7.08µM*	5.5%	0.2%	4.47µM*	18.3%	-19.4%	20.7%
> Cc1ccc2c(c1)-c1ccccc1S(=O)(=O)N2
    -4.1	-3.1	2.6%	-0.7	2.5%	-2.6%	7.1%	14.0%	-5.6%	2.1%	-1.8%
> Cc1ccccc1-n1c(Cn2c(=O)sc3ccccc32)nnc1SCC(=O)NCC1CCCO1 (stereo not given)
    10.3	-3.6	-1.1%	1.3	-7.8%	0.3%	8.5%	16.2%	0.0%	0.1%	-3.9%
> Cc1nc2cc(NC(=O)N3CC4(C)CC3CC(C)(C)C4)ccc2n1C (stereo not given)
    18.0	4.9	-0.7%	0.0	5.5%	-10.1%	11.9%	-0.5%	-2.8%	0.0%	-7.8%
> COc1ccc(-n2cnnc2SCC(=O)Nc2cccc([N+](=O)[O-])c2)cc1
    -3.9	-17.3	-4.1%	1.1	0.2%	13.5%	2.4%	18.3%	-0.1%	-0.1%	-3.3%
> O=S1(=O)NC(=NCc2ccco2)c2ccccc21
    0.9	16.3	-9.8%	3.3	-14.5%	-1.0%	4.9%	16.2%	-0.5%	1.7%	-2.4%
> CCCC(=NCC(=O)O)C1=C(O)C(C(=O)OC)C(C)(C)CC1=O (stereo not given)
    13.8	1.4	3.6%	2.1	-6.7%	-3.8%	-2.7%	-4.3%	-0.3%	3.0%	0.4%
> COc1ccc(NCN2C(=O)C3C4C=CC(C4)C3C2=O)cc1 (stereo not given)
    -4.5	0.2	1.9%	0.2	-1.2%	6.3%	-5.1%	-34.5%	-1.6%	-1.3%	-8.7%
> Cn1cccc1C(=O)Nc1ccc(N2CCOCC2)cc1
    -3.9	0.3	-0.3%	nt	nt	?	?	nt	nt	nt	nt

(next part)
Below each SMILES: Giardia killer	KCNH2 3.1 block	Tb PFK block	Coupling enz	VP16 counter	ELG1 genotoxic	uPA surface inh	RORgamma inh	NPC1 promoter act	FLuc counter	Rab9 promoter act
> O=C(CN1C(=O)c2cccnc2Oc2ccc(Cl)cc21)NC1CCCCC1
    11.1	9.3	-1.2%	0.4	-4.7%	1.0%	15.2%	8.0%	-2.1%	-0.9%	3.9%
> Cc1ccc(N(C(=O)Cn2nnc3ccccc32)C(C(=O)NCc2ccco2)c2cccnc2)cc1 (stereo not given)
    -8.2	2.3	0.0%	-1.1	5.5%	-4.3%	-5.9%	-5.8%	0.7%	-2.3%	1.8%
> O=C(NCCc1ccc2c(c1)OCCO2)c1ccccn1
    -27.4	21.2	-2.6%	-3.3	?	?	-6.5%	-29.8%	2.24µM*	12µM*	2µM*
> COc1cc(C(=O)OCCc2cc3ccccc3c(=O)o2)cc(OC)c1OC
    -1.9	9.2	5.8%	nt	nt	-6.3%	1.12µM*	nt	-31.6%[inhibitor]	-6.5%	-3.4%
> CC1(OC(=O)CCc2ccccc2)C(=O)C=C2C=C(c3ccc(C#N)cc3)N(Cc3ccccc3)C=C2C1=O (stereo not given)
    13.2	-3.2	2.1%	-9.8&-26.3	0.9%	-2.3%	-15.0%	6.8%	1.0%	4.1%	-4.5%
> COc1ccc(S(=O)(=O)N2CCC(NC(=O)OCc3c(Cl)cccc3Cl)CC2)cc1
    -19.5	-15.6	-8.5%	-2.1	10.0%	-3.9%	3.1%	21.5%	-5.8%	3.6%	0.8%
> CCCS(=O)(=O)N1CCCC(C(=O)NCCN2CCOCC2)C1 (stereo not given)
    1.5	0.7	-0.6%	1.1	1.8%	3.4%	5.3%	5.0%	0.1%	1.4%	-2.7%
> CSc1ccc(CN2CCCCCC2)cc1
    -1.7	6.4	-2.1%	0.1	-5.2%	-4.3%	-1.5%	-14.1%	2.4%	0.1%	5.8%
> C=CCOC(=O)c1ccccc1C(=O)OCC=C
    -3.2	2.6	2.0%	nt	-1.3%	2.4%	-3.9%	-4.3%	nt	nt	nt
> Nc1ccn(-c2ncc(C(F)(F)F)cc2Cl)c(=O)n1
    -23.2	8.8	3.2%	1.0	-0.6%	-2.0%	2.6%	4.6%	1.0%	1.3%	0.8%
> COc1cccc(NS(=O)(=O)c2cc3c4c(c2)CCC(=O)N4CCC3)c1
    1.3	8.5	-3.1%	nt	nt	-1.0%	-5.8%	nt	0.6%	0.6%	-8.4%
> O=C(c1ccc(S(=O)(=O)Nc2ccccc2F)cc1)N1CCC1
    -18.1	-11.1	-1.5%	nt	nt	-2.4%	1.1%	nt	-0.3%	-1.0%	1.1%
> COc1cccc(/C=N/n2c(-c3cc(C)[nH]n3)n[nH]c2=S)c1O
    -18.5	10.1	-0.5%	0.2	-12.3%	2.1%	5.8%	?	-1.5%	-10.8%	-1.6%
> Cc1ccc(C2CC(c3ccc(C)cc3)n3nc(N)nc3N2)cc1 (stereo not given)
    -15.0	11.1	-3.0%	0.5	24.1%	6.4%	-6.5%	3.2%	-4.9%	5.3%	-2.0%
> CN(C)S(=O)(=O)c1cccc(NC(=O)CN(CCO)CC(=O)Nc2cccc(S(=O)(=O)N(C)C)c2)c1
    0.0	-1.3	4.3%	-0.3	5.2%	0.1%	1.3%	-1.9%	-0.5%	-1.4%	-7.7%

Continuation:
Below each SMILES: Giardia killer	KCNH2 3.1 block	Tb PFK block	Coupling enz	VP16 counter	ELG1 genotoxic	uPA surface inh	RORgamma inh	NPC1 promoter act	FLuc counter	Rab9 promoter act
> CS(=O)(=O)N(CC(=O)NC1CC1)C1CCCCC1
    17.1	nt	-8.0%	1.3	-13.1%	-0.2%	6.0%	1.7%	0.7%	4.3%	-2.8%
> CC(C)c1ccc(N(CC(=O)O)S(=O)(=O)c2cccnc2)cc1
    35.6[activator]	-15.6	2.2%	6.2	4.4%	-0.3%	-5.8%	-8.5%	0.5%	0.4%	-0.8%
> CCOc1ccc(C(C)=O)cc1COC(=O)CN1C(=O)NC2(CCCC2)C1=O
    -7.8	6.4	1.4%	nt	nt	0.7%	6.0%	nt	-5.7%	7.6%	-2.6%
> CCOC(=O)N1CCN(S(=O)(=O)c2ccc(OC)c3ccccc23)CC1
    9.2	7.1	6.2%	3.1	6.6%	-4.9%	0.4%	10.3%	-2.2%	2.8%	-8.3%
> O=c1[nH]c2cc3c(cc2cc1CN(Cc1ccco1)C(=S)NCC1CCCO1)OCCO3 (stereo not given)
    2.1	6.9	0.4%	-3.3	-7.8%	-2.2%	12.6µM*	10.1%	-7.5%	-1.6%	-0.8%
> O=C(CCc1ccccc1)NNC(=O)c1ccccc1C(=O)O
    -7.1	24.0	-0.2%	0.5	0.8%	-1.0%	1.7%	-21.6%	2.0%	3.6%	-10.4%
> CCO[C@H]1OC(C(N)=O)=C[C@@H](C)[C@@H]1CCCO
    -0.1	-7.2	-1.1%	0.2	-9.8%	2.7%	-0.2%	10.8%	-1.8%	0.1%	-0.8%
> COc1ccccc1N1CCN(C(=O)CN2C(=O)C3CCCCC3C2=O)CC1 (stereo not given)
    -5.1	-5.4	-3.8%	-0.4	14.0%	?	13.0%	-19.7%	15.8%	?	?
> COc1ccc(CNCc2cc(Cl)ccc2O)cc1
    -24.5	-23.2	-21.9%	nt	nt	5.9%	0.5%	nt	-4.2%	-1.2%	-1.0%
> Cn1c(=O)n(C)c2cc([N+](=O)[O-])c(N3CCN(C(=O)c4ccccc4Cl)CC3)cc21
    -4.6	-14.1	-1.9%	0.6	-4.2%	-10.1%	-19.9%	22.6%	-0.1%	2.1%	-11.7%
